# Spn DPM-DC inh: S. pneumoniae DPM-DC inhibitors, primary screen, biochemical, PK/LDH-coupled NADH fluorescence. 65,000 compounds, 0.49% hits. purified DPM-DC. calls only at 10 µM. diphosphomevalonate decarboxylase (Streptococcus pneumoniae D39);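 active means the 320 compounds with the highest percent inhibition in the single-dose primary screen, excluding strongly autofluorescent ones, cut at about 32% in these data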;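 further: kinetic rate of NADH fluorescence loss reporting ADP formed by the decarboxylase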
# Bfl-1 inhibitors: Bfl-1 inhibitors, primary screen, biochemical, fluorescence polarization, FITC-Bid, mouse (AID 432). Bcl-2-related protein A1 (Mus musculus). FITC-Bid BH3 peptide fluorescence polarization displacement; higher % means a stronger effect. one-dose displacement, % at 20 µM; IC50 in µM for titrated hits. 64,000 compounds, 0.02% hits; in the data active means a potency from the dose series; inactive means the rest, 99 in 100 with displacement below about 15%; further: strong numbers were not always called active
# Spn PMK inh: S. pneumoniae PMK inhibitors, primary screen, biochemical, mevalonate pathway, pilot trial included | purified PMK, PK/LDH-coupled NADH absorbance 340 nm | inhibition, % at 10 µM | 65,000 compounds, 0.49% hits | phosphomevalonate kinase (Streptococcus pneumoniae D39);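 active means top-ranked compounds by inhibition in the single 10 µM screen, taking a fixed number of the strongest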;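 further: 0% = full reaction with DMSO carrier and 100% = background rate without enzyme reaction; no value below 0 was filed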
# Spn MK inh: S. pneumoniae MK inhibitors, primary screen, biochemical, PK/LDH-coupled NADH absorbance; AID 555, 2006; 65,000 compounds, 0.48% hits; purified MK, PK/LDH-coupled NADH absorbance 340 nm; inhibition, % at 10 µM; mevalonate kinase [Streptococcus pneumoniae D39];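 active means ranked among the strongest by inhibition in the single 10 µM screen, a fixed top-ranked set picked for dose follow-up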; further: no value below 0 was filed
# Alkaline phosphatase: human TNAP enzyme inhibitors, biochemical, luminescent (AID 518); 64,000 compounds, 0.09% hits; purified TNAP enzyme, luminescent substrate readout; higher % means a stronger effect; Alkaline phosphatase, tissue-nonspecific isozyme (Homo sapiens); inhibition, % at 20 µM; hits with a dose series show IC50 in µM; in the data active means a potency from the dose series; inactive means the rest, 99 in 100 with inhibition below about 22%;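 further: plate controls were vehicle for no effect and reference inhibitor for full effect; many of its hits are not listed in these tables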
# LYP inhibition: LYP phosphatase inhibitors, primary screen, biochemical, DiFMUP fluorescence, recombinant catalytic domain, 10 µM (AID 606). Tyrosine-protein phosphatase non-receptor type 22 (Homo sapiens). recombinant LYP catalytic domain, DiFMUP fluorescence; higher % means a stronger effect. inhibition, % at 10 µM, or IC50 in µM where a hit was titrated. 52,000 tested, under 10 active;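 active means IC50 under 40 µM in the dose-response test; inactive means IC50 of 40 µM or more, or never dose-tested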
# HPDE-C7 cytotoxicity: cytotoxicity in HPDE-C7 cells, cell-based, fluorescence, HTS (AID 430) | HPDE-C7 pancreatic duct cells viability, fluorescence; higher % means a stronger effect | 63,000 compounds, 1.8% hits | cytotoxicity, % at 10 µM, or EC50 in µM where a hit was titrated;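 further: cells exposed to compound for 48 hours before viability readout; 0% = vehicle and 100% = reference cytotoxic drug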
# HT1080 viability: cytotoxicity in HT1080 fibrosarcoma cells, cell-based, fluorescence readout (AID 620); HT1080 viability, fluorescence; higher % means a stronger effect; one-dose cytotoxicity, % at 10 µM; EC50 in µM for titrated hits; 87,000 compounds, 0.42% hits;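 further: cells exposed to compound overnight then 4 h with Alamar Blue; 0% = vehicle DMSO and 100% = killing control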
# KRASV12 cytotoxicity: cytotoxicity in KRAS-transformed pancreatic duct cells, primary screen, cell-based, fluorescence, HTS (AID 431); HPDE-C7K KRASV12 cells, Alamar Blue viability, 48 h; higher % means a stronger effect; cytotoxicity, % at 10 µM; hits with a dose series show EC50 in µM; 63,000 compounds, 1.7% hits;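 active means compounds whose percent cytotoxicity in the single-dose primary screen, scaled between solvent and toxic-drug controls, exceeds 50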;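 further: 0% = DMSO solvent wells and 100% = doxorubicin-treated wells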
# Spn PMK inh pilot replicates: second read-out of Spn PMK inh, no call of its own (marks repeat the call); inhibition, %; measured here: pilot screen replicates
# Spn MK inh pilot replicates: further read-out of Spn MK inh, marked with its call; inhibition, %; measured here: pilot screen replicates
# Spn DPM-DC inh pilot screen %: further read-out of Spn DPM-DC inh, marked with its call; inhibition, %; measured here: pilot screen trials
# * = called active by the depositor; i = inactive; . = no result given. Unless noted, no stated cut-off is given here; in the data, active means cytotoxicity above about 50%; inactive means the rest.
SMILES,Spn DPM-DC inh,Bfl-1 inhibitors,Spn PMK inh,Spn MK inh,Alkaline phosphatase,LYP inhibition,HPDE-C7 cytotoxicity,HT1080 viability,KRASV12 cytotoxicity,others
Cc1ccc(S(=O)(=O)Nn2c(C)ccc2C)cc1,i,-5%,10,9,9%,7%,3%,2%,-6%,
CCCCC(=O)NCc1ccc2c(c1)cc(C)n2C,i,.,17,2,.,.,.,21%,.,
Cc1csc(SCc2c(C(=O)O)oc3ccccc23)n1,i,-4%,17,4,7%,19%,-9%,10%,-1%,
O=C(O)Cc1cc2c(s1)CCCCC2,i,-4%,3,5,-1%,17%,-10%,-15%,-17%,
CCOc1ccc(NC(=O)C2CCC(C)(C(=O)O)C2(C)C)cc1 (stereo unspecified),i,3%,0,5,5%,5%,-6%,1%,1%,
Fc1ccc(Nc2nc(Oc3ccc4c(c3)OCO4)nc(N3CCOCC3)n2)c(F)c1,i,0%,0,14,15%,13%,0%,.,8%,
O=C(CCNC(=O)Cn1ccc2ccccc2c1=O)NCCCN1CCN(c2ccc(F)cc2)CC1,i,-11%,20,0,2%,9%,-22%,-1%,-18%,
CN(c1ccc(C(=O)NCC2CCCO2)cc1)S(=O)(=O)c1ccccc1 (stereo unspecified),i,-13%,0,2,6%,11%,-4%,-1%,1%,
O=C(NCCOCCOCCNC(=O)c1cccnc1)c1cccnc1,i,-2%,0,7,10%,1%,8%,3%,16%,
CC1=C(C(=O)Nc2ccccc2)C(c2cccs2)C(C#N)=C(SCC#N)N1 (stereo unspecified),i,-3%,14,12,10%,0%,-36%,0%,3%,Spn PMK inh pilot replicates=1.0;Spn MK inh pilot replicates=1.0;Spn DPM-DC inh pilot screen %=3.0
OCCNCCCCOc1ccccc1F,i,-1%,11,0,8%,6%,-6%,4%,0%,Spn PMK inh pilot replicates=7.5;Spn MK inh pilot replicates=6.0;Spn DPM-DC inh pilot screen %=0.0
O=C(CCn1c(=O)sc2ccccc21)Nc1ccon1,i,.,4,4,.,1%,.,10%,.,
COc1ccccc1CNC(=O)N[C@@H](Cc1ccccc1)C(=O)O,i,-9%,0,0,12%,12%,-6%,-4%,14%,Spn PMK inh pilot replicates=5.5;Spn MK inh pilot replicates=2.5;Spn DPM-DC inh pilot screen %=2.5
FC(F)(F)c1nnc2sc(-c3ccco3)nn12,i,-4%,0,0,5%,.,-3%,12%,6%,
Cc1ccc(-c2nnc(N3CCN(C(=O)CN4CCOCC4)CC3)c3ccccc23)cc1,i,.,7,8,.,1%,.,6%,.,

# Already shown: 3 of the compounds above.
SMILES,Spn DPM-DC inh,Bfl-1 inhibitors,Spn PMK inh,Spn MK inh,Alkaline phosphatase,LYP inhibition,HPDE-C7 cytotoxicity,HT1080 viability,KRASV12 cytotoxicity,others
O=C(CCn1c(=O)sc2ccccc21)Nc1ccon1,i,.,4,4,.,1%,.,10%,.,
COc1ccccc1CNC(=O)N[C@@H](Cc1ccccc1)C(=O)O,i,-9%,0,0,12%,12%,-6%,-4%,14%,Spn PMK inh pilot replicates=5.5;Spn MK inh pilot replicates=2.5;Spn DPM-DC inh pilot screen %=2.5
FC(F)(F)c1nnc2sc(-c3ccco3)nn12,i,-4%,0,0,5%,.,-3%,12%,6%,

# (next part)
SMILES,Spn DPM-DC inh,Bfl-1 inhibitors,Spn PMK inh,Spn MK inh,Alkaline phosphatase,LYP inhibition,HPDE-C7 cytotoxicity,HT1080 viability,KRASV12 cytotoxicity,others
COc1cccc(N(CC(=O)N2CCN(C)CC2)S(=O)(=O)c2ccccc2)c1,i,1%,7,6,0%,10%,-10%,4%,-6%,
CC1CCCN(C(=O)CNC(=O)Cn2ccc3ccccc3c2=O)C1 (stereo unspecified),i,6%,7,3,3%,12%,-10%,-3%,-5%,
CCOCCCNC(=O)c1cc2sc(Cl)cc2n1CC,i,-2%,7,0,6%,9%,20%,9%,19%,Spn PMK inh pilot replicates=2.5;Spn MK inh pilot replicates=0.0;Spn DPM-DC inh pilot screen %=1.5
C=CCn1c(COc2cccc3cccnc23)nnc1SCC(=O)OC,i,2%,1,3,17%,0%,4%,0%,0%,
O=C(Cn1c(CC(=O)N2CCOCC2)nc2ccccc21)Nc1ccc2c(c1)OC(F)(F)O2,i,-6%,19,0,16%,.,0%,6%,7%,
N#Cc1c(NCc2ccccc2)ccnc1NCc1cccnc1,i,-2%,15,10,12%,7%,-9%,-11%,-1%,Spn PMK inh pilot replicates=3.5;Spn MK inh pilot replicates=0.0;Spn DPM-DC inh pilot screen %=1.0
CCCP(=O)(CC(=O)O)c1ccccc1 (stereo unspecified),i,0%,0,11,7%,.,7%,-8%,-2%,
O=C(Nc1cnn(Cc2ccc(F)cc2)c1)c1cc2nc(-c3ccco3)cc(C(F)(F)F)n2n1,i,4%,11,10,20%,0%,39%,2%,48%,
Cc1cccc(C)c1OCC(=O)NCc1nnc(SCC(=O)NC2CCCCC2)n1C,i,-7%,0,11,8%,-6%,8%,0%,13%,
Cc1ccc(S(=O)(=O)NCC(=O)N2CCCCC2)cc1,i,-6%,13,0,2%,10%,-15%,0%,-10%,
O=C(O)CNC(=O)CC12CC3CC(CC(C3)C1)C2,i,0%,7,4,-2%,4%,-3%,-7%,3%,
COc1ccc(S(=O)(=O)N(CC(=O)O)c2ccccc2)cc1,i,0%,11,9,14%,8%,2%,.,8%,
Cc1ccc(C)c(NC(=O)Cn2nc(C)c3ccccc3c2=O)c1,i,1%,11,4,8%,.,-7%,6%,-7%,
CCCS(=O)(=O)N1CCN(C(=O)c2cccs2)CC1,i,-6%,14,4,14%,3%,-9%,-2%,2%,Spn PMK inh pilot replicates=0.0;Spn MK inh pilot replicates=0.0;Spn DPM-DC inh pilot screen %=0.0
CCCCn1nc(C(=O)O)ccc1=O,i,2%,0,6,12%,.,-12%,9%,-5%,
CCc1nnc2sc(-c3ccc(NC(=O)c4ccc5c(c4)OCCO5)cc3)nn12,.,-7%,0,8,10%,.,12%,9%,9%,
COc1ccc(Cn2nnnc2CN2CCc3ccccc32)cc1,i,4%,5,0,2%,.,-7%,-4%,-16%,
COc1cc(-c2c(C#N)c(=O)[nH]c3c2c(C)nn3-c2ccccc2)ccc1O,i,16%,2,10,20%,.,-7%,-4%,9%,
C=CCN(c1ccc(C(=O)N2CCN(c3ccc(F)cc3)CC2)cc1)S(C)(=O)=O,i,-4%,9,0,11%,15%,7%,-4%,3%,
COc1ccc(NC(=O)NCCCN2CCCC2=O)cc1,i,1%,19,11,2%,8%,-4%,-4%,-9%,
O=C(NC1CCCCCCC1)C1CCN(c2nc3ccccc3o2)CC1,i,-9%,18,5,9%,13%,-9%,33%,-4%,Spn PMK inh pilot replicates=2.0;Spn MK inh pilot replicates=2.0;Spn DPM-DC inh pilot screen %=2.5
CCc1nc(OCc2ccco2)c2sc3nc4c(cc3c2n1)COC(C)(C)C4,i,-1%,0,10,7%,8%,-4%,-12%,-7%,
Cc1ccc(S(=O)(=O)N2CCCSCC2)cc1,i,1%,0,7,3%,2%,2%,-8%,-6%,
Cc1ccc(Cn2c(-c3nonc3N)nc3ccccc32)cc1,i,-6%,5,0,0%,-4%,-4%,.,-4%,
Cc1cccn2c(=O)c(/C=C(\C#N)S(=O)(=O)c3ccccc3)c(N3CCN(C)CC3)nc12,i,0%,4,0,12%,8%,5%,-3%,12%,
COC(=O)CSc1nnc(-c2ccc(S(=O)(=O)NCc3cccs3)cc2)o1,i,-20%,19,0,11%,6%,0%,-10%,4%,
Cn1c(=O)c2cc(S(=O)(=O)NCCC(=O)Nc3ccc(Cl)cc3)ccc2n(C)c1=O,i,-4%,12,2,3%,4%,-16%,5%,-10%,
Cc1ccc(C)c(NS(=O)(=O)c2c(C)nn(C)c2C)c1,i,0%,9,13,6%,.,1%,6%,10%,
CN1CCN(Cc2c(O)ccc3occ(C(=O)c4ccccc4)c23)CC1,i,-6%,1,0,10%,9%,4%,1%,4%,
COc1ccc(C2C(C(=O)c3ccco3)=C(O)C(=O)N2Cc2cccnc2)cc1OC (stereo unspecified),i,1%,3,6,5%,3%,-20%,-5%,-10%,
Cc1ccc(C(=O)CSc2nnc(-c3ccco3)n2Cc2ccccc2)cc1,i,4%,0,4,9%,3%,-16%,-2%,-9%,
CC1(C)CC(=O)C2=C(C1)N1CCCCC1CC2=O (stereo unspecified),i,1%,13,0,1%,7%,-10%,-1%,-6%,
COC(=O)c1nnn(CC(=O)Nc2ccc(C)c(F)c2)c1C(=O)OC,i,-23%,0,3,-3%,5%,-38%,-5%,-25%,
O=C(O)C1CCCCN1S(=O)(=O)c1ccc(Cl)s1 (stereo unspecified),i,-1%,10,9,2%,6%,-13%,-2%,-4%,
Cc1sc2ncnc(N3CCN(c4ncccn4)CC3)c2c1C,i,-2%,6,1,3%,.,23%,10%,26%,
CS(=O)(=O)N(CC(=O)Nc1ccc2c(c1)OCO2)c1ccc(Cl)cc1,i,3%,0,10,0%,-5%,-9%,6%,-13%,
CCN(CC(=O)Nc1ccc2c(c1)OCCO2)Cc1cc(=O)oc2c(C)c(C)ccc12,i,-10%,19,11,8%,9%,12%,6%,9%,
Cc1ccc2nsnc2c1S(=O)(=O)N(Cc1ccco1)Cc1cc2cccc(C)c2[nH]c1=O,i,-7%,0,9,5%,.,0%,8%,0%,
O=C1c2ccccc2C(=O)N1CCN1CCCCC1,i,0%,10,9,6%,6%,-16%,11%,-18%,Spn PMK inh pilot replicates=6.0;Spn MK inh pilot replicates=6.0;Spn DPM-DC inh pilot screen %=2.0
CCC1(CC)Cc2ccccc2C(N)=C1C#N,i,-4%,4,4,23%,-1%,9%,34%,15%,
COc1ccc(-c2nnc3sc(C(C)N4C(=O)c5ccccc5C4=O)nn23)cc1 (stereo unspecified),i,2%,5,0,17%,3%,2%,0%,10%,Spn PMK inh pilot replicates=2.0;Spn MK inh pilot replicates=1.0;Spn DPM-DC inh pilot screen %=0.0
COCCN(CC(=O)Nc1ccccc1C)S(=O)(=O)c1ccc(S(=O)(=O)N2CCCC2)cc1,i,1%,10,3,12%,14%,0%,0%,3%,Spn PMK inh pilot replicates=2.5;Spn MK inh pilot replicates=0.0;Spn DPM-DC inh pilot screen %=0.0
Cc1csc(=Nc2c(C)n(C)n(-c3ccccc3)c2=O)n1Cc1ccccc1,i,-5%,18,0,2%,6%,-10%,1%,-15%,
COc1ccc(CN2CCN(S(=O)(=O)c3ccc(NC(C)=O)cc3)CC2)cc1OC,i,-6%,17,5,6%,0%,-5%,-20%,-2%,
COc1ccc(C(=O)N2CCN(S(=O)(=O)c3cc(Cl)ccc3OC)CC2)cc1,i,-2%,15,6,8%,21%,-14%,7%,14%,Spn PMK inh pilot replicates=2.0;Spn MK inh pilot replicates=0.0;Spn DPM-DC inh pilot screen %=0.0
